Source: PubChem BioAssay
XIAP displacement – small molecules displacing peptide from XIAP – biochemical, IAP family, fluorescence polarization (AID 1018). XIAP BIR domain, fluorescence polarization peptide displacement; higher % means a stronger effect. displacement, % at 20 µM, or IC50 in µM where a hit was titrated. 0.007% of 200,000 active; in the data active = displacement above about 50%; also: a part of the inactive calls stands beside numbers as strong as those of hits
Yfh1-off respiration – mitochondrial function rescue without frataxin homolog – Friedreich's ataxia, plus single-dose screen, dose response (AID 1465) | fold induction at 50 µM; hits with a dose series show EC50 in µM | 0.074% of 220,000 active | S. cerevisiae Yfh1-off respiration, WST-1 reduction, 72 h; higher fold induction means a stronger effect;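 active = fold induction of absorbance versus untreated yeast above a set limit, then at least 30% activation at any dose in follow-up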;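 also: activators that raise dye reduction in frataxin-depleted yeast; strong numbers were not always called active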
PMI inhibition – human PMI inhibitors, high substrate, primary screen, biochemical, fluorescence intensity, high mannose 6-phosphate (AID 1220) | recombinant PMI enzyme, coupled fluorescence intensity; higher % means a stronger effect | inhibition, % at 20 µM; hits with a dose series show IC50 in µM | 0.66% of 190,000 active; in the data active = inhibition above about 50%
SIAH1 antagonists – Siah-1 peptide-binding antagonists, primary screen, biochemical, fluorescence polarization, rhodamine-plectin, uHTS (AID 1817); 0.02% of 290,000 active; Siah-1 / rhodamine-plectin peptide fluorescence polarization; higher % means a stronger effect; displacement, % at 20 µM, or IC50 in µM where a hit was titrated;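 active = displacement of at least 50% at 20 µM, with a fluorescence ratio check between 0.3 and a set limit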;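 also: plate controls were Siah plus tracer with DMSO for no effect and tracer alone without Siah for full effect; strong numbers were not always called active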
M17LAP inhibition – P. falciparum M17LAP inhibitors, primary screen, biochemical, fluorogenic H-Leu-NHMec substrate, 1536-well (AID 1619); 0.38% of 220,000 active; one-dose inhibition, % at 30 µM; IC50 in µM for titrated hits; recombinant M17LAP, H-Leu-NHMec fluorogenic kinetic assay; higher % means a stronger effect;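 active = compound inhibiting the enzyme by more than half at any dose during confirmatory dose-response retesting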;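 also: plate controls were full reaction with DMSO carrier for no effect and no enzyme background for full effect; strong numbers were not always called active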
PhoP inhibition – inhibitors of PhoP regulon expression, primary screen, Salmonella Typhimurium, GFP reporter (AID 1863); inhibition, % at 50 µM, or IC50 in µM where a hit was titrated; S. Typhimurium PhoP-regulated promoter GFP reporter, 4 h; higher % means a stronger effect; 0.16% of 300,000 active;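 active = inhibition over 29.93%, a cutoff 3 SD above the screen mean, later confirmed by dose response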;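 also: 0% = low Mg2+ inducing control and 100% = high Mg2+ repressing control; strong numbers were not always called active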
CSM14.1 death rescue – rescue of cells from ER stress-induced death, primary screen, 384-well, CSM14.1, thapsigargin, ATP luminescence (AID 1222). CSM14.1 thapsigargin-induced death rescue, ATP luminescence; higher % means a stronger effect. cellular ATP content (survival), % at 20 µM; hits with a dose series show EC50 in µM. 190,000 tested, under 10 active;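 active = EC50 below 50 µM in the dose-response confirmation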;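 also: death triggered by thapsigargin at about 15 µM added after 2 h compound pretreatment; cell ATP read after overnight thapsigargin exposure of roughly 18 to 22 hours; normalized against plate controls of thapsigargin alone and 5% DMSO vehicle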
P. falciparum M1AAP – malaria alanyl aminopeptidase activity blockers – biochemical, fluorogenic H-Leu-NHMec substrate, 1536-well (AID 1445); inhibition, % at 30 µM, or IC50 in µM where a hit was titrated; recombinant M1AAP, H-Leu-NHMec fluorogenic kinetic assay; higher % means a stronger effect; 0.42% of 220,000 active;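 active = primary inhibition above the hit cutoff, then over 50% inhibition at one or more dose response concentrations, cut at about 23% in these data, passing the limit was not always enough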;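 also: plate controls were DMSO full reaction for no effect and no enzyme background for full effect; strong numbers were not always called active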
West Nile antiviral – inhibition of WNV-induced cytopathic effect – cell-based, CPE readout (AID 1621). 0.02% of 290,000 active. CPE inhibition, % at 10 µM, or IC50 in µM where a hit was titrated. West Nile virus-infected cells, CPE inhibition; higher % means a stronger effect; in the data active = a potency from the dose series; also: strong numbers were not always called active
* marks the source's active call; other numbers are inactive results; i = inactive; x = no result given. Not a hit list, and some 1.6% of all compounds hit somewhere here.

SMILES	XIAP displacement	Yfh1-off respiration	PMI inhibition	SIAH1 antagonists	M17LAP inhibition	PhoP inhibition	CSM14.1 death rescue	P. falciparum M1AAP	West Nile antiviral
O=S(=O)(c1cccs1)n1cccn1	-4.0%	i	-5.1%	3.5%	-7.9%	4.5%	-0.8%	1.7%	0.0%
COc1ccc(/C=C(/NC(=O)c2cccc([N+](=O)[O-])c2)C(=O)O)cc1OC	-7.1%	i	7.6%	-1.9%	9.0%	-2.3%	-0.2%	6.5%	-0.1%
CCOC(=O)Cn1c(=O)n(Cc2ccco2)c(=O)c2ccc(C(=O)NCCc3ccccc3)cc21	-4.2%	i	6.7%	0.1%	17.3%	-8.9%	0.1%	-9.7%	0.1%
COc1c(/C=N/Nc2nc(N3CCCCC3)nc(N3CCCCC3)n2)cccc1[N+](=O)[O-]	-5.5%	i	2.9%	-3.6%	11.5%	5.5%	7.4%	12.2%	-0.8%
COc1ccc(C2C=C(c3ccc(F)cc3)NC(=S)N2)cc1OC (stereo unspecified)	-10.1%	i	23.3%	3.9%	-3.0%	-0.9%	0.7%	9.2%	-0.8%
Cc1cc(C(=O)NNS(=O)(=O)c2cccc(Cl)c2)nn1C(C)(C)C	x	i	x	-0.1%	2.9%	-1.6%	x	12.7%	-0.2%
NNC(=O)c1ccc(CN2C(=O)c3cccc4cccc2c34)cc1	4.2%	i	-5.0%	20.8%	-5.5%	3.3%	0.9%	0.9%	-0.2%
O=C(CNC(=S)NC(=O)c1ccc(Br)o1)c1ccccc1	-1.5%	i	-10.5%	7.1%	10.0%	-4.4%	-0.2%	1.8%	-0.8%
COc1ccc(N2CCN(C(c3cccs3)c3nnnn3C3CCCC3)CC2)cc1 (stereo unspecified)	-2.1%	i	21.7%	1.3%	4.0%	13.1%	-1.4%	-0.5%	-0.5%
CN(C)/C=C(/C(=O)c1ccc(Cl)cc1)S(=O)(=O)c1ccccc1	-7.5%	i	-13.3%	-2.5%	7.3%	-7.6%	-1.2%	4.0%	-1.2%
CC1=C(C(=O)OCC2CCCO2)C(c2coc3ccccc3c2=O)C2=C(CCCC2=O)N1 (stereo unspecified)	-6.4%	i	9.8%	2.8%	4.7%	3.2%	8.5%	-0.1%	0.1%
CC(C)=N/N=C(\N)SCc1ccccc1	x	i	x	-1.3%	-2.7%	-3.4%	x	4.8%	0.1%
O=C1CC(c2ccco2)Cc2nc(NCC3CCCO3)ncc21 (stereo unspecified)	-10.5%	i	4.0%	1.8%	9.7%	6.8%	-1.1%	0.1%	0.0%
Cc1nc(CS(=O)c2ccc(Cl)cc2)cc(N2CCOCC2)n1 (stereo unspecified)	-7.5%	i	-1.0%	-3.5%	0.1%	-5.0%	-1.0%	5.4%	-0.2%
O=C(N/N=C/c1ccc(-c2cccc(C(F)(F)F)c2)o1)c1cccc(F)c1	-5.9%	i	2.0%	0.3%	-13.3%	-11.6%	-2.0%	9.2%	0.9%
CCCCCCCN(C(=O)CCl)c1ccccc1C	-7.3%	i	0.2%	-0.4%	2.9%	16.9%	-0.8%	-1.9%	-1.3%
CC(C)c1ccc(N2C(=O)CC(Sc3nc4ccccc4o3)C2=O)cc1 (stereo unspecified)	0.6%	i	-33.3%	3.1%	-1.2%	2.4%	-6.8%	-1.8%	-0.7%
Cc1c(C(=O)NCc2cccnc2)oc2ccc(S(=O)(=O)N3CCCCC3)cc12	-3.8%	i	-11.0%	-3.5%	-5.5%	5.5%	-0.3%	8.1%	0.5%
Cc1ccc(O)c(NC(=S)NC(=O)/C=C/c2ccco2)c1	-6.8%	i	-3.9%	3.8%	8.5%	1.9%	0.2%	9.8%	-0.5%
O=C(Nc1nnc(-c2ccco2)o1)C1CC1	-4.4%	i	-1.0%	18.8%	-7.7%	6.7%	0.2%	3.4%	-0.3%

A different layout for some results above:
> CCCCCCCN(C(=O)CCl)c1ccccc1C
  XIAP displacement = -7.3%	Yfh1-off respiration = i	PMI inhibition = 0.2%	SIAH1 antagonists = -0.4%	M17LAP inhibition = 2.9%	PhoP inhibition = 16.9%	CSM14.1 death rescue = -0.8%	P. falciparum M1AAP = -1.9%	West Nile antiviral = -1.3%

> CC(C)c1ccc(N2C(=O)CC(Sc3nc4ccccc4o3)C2=O)cc1 (stereo unspecified)
  XIAP displacement = 0.6%	Yfh1-off respiration = i	PMI inhibition = -33.3%	SIAH1 antagonists = 3.1%	M17LAP inhibition = -1.2%	PhoP inhibition = 2.4%	CSM14.1 death rescue = -6.8%	P. falciparum M1AAP = -1.8%	West Nile antiviral = -0.7%

> Cc1c(C(=O)NCc2cccnc2)oc2ccc(S(=O)(=O)N3CCCCC3)cc12
  XIAP displacement = -3.8%	Yfh1-off respiration = i	PMI inhibition = -11.0%	SIAH1 antagonists = -3.5%	M17LAP inhibition = -5.5%	PhoP inhibition = 5.5%	CSM14.1 death rescue = -0.3%	P. falciparum M1AAP = 8.1%	West Nile antiviral = 0.5%

> Cc1ccc(O)c(NC(=S)NC(=O)/C=C/c2ccco2)c1
  XIAP displacement = -6.8%	Yfh1-off respiration = i	PMI inhibition = -3.9%	SIAH1 antagonists = 3.8%	M17LAP inhibition = 8.5%	PhoP inhibition = 1.9%	CSM14.1 death rescue = 0.2%	P. falciparum M1AAP = 9.8%	West Nile antiviral = -0.5%

(continued)
SMILES	XIAP displacement	Yfh1-off respiration	PMI inhibition	SIAH1 antagonists	M17LAP inhibition	PhoP inhibition	CSM14.1 death rescue	P. falciparum M1AAP	West Nile antiviral
CCCNC(=O)CCc1cc(C(C)(C)C)c(O)c(C(C)(C)C)c1	-5.7%	i	8.9%	2.5%	10.4%	4.6%	-1.5%	-0.7%	-0.9%
COC(=O)c1[nH]c2cc(OC)ccc2c1N=CN(C)C	x	i	x	-3.5%	7.9%	-2.0%	x	2.8%	0.6%
Cc1ccccc1NC1=C(Cl)C(=O)N(C2CCCCC2)C1=O	-6.6%	i	-3.2%	-0.9%	-3.8%	1.6%	-1.1%	0.3%	-0.7%
COC(c1ccccc1)c1nnc(CCC(=O)N(C)CCc2ccccc2)o1 (stereo unspecified)	-5.7%	i	5.5%	-10.0%	-2.4%	-3.3%	1.2%	-2.6%	-0.1%
Cc1cc(NC(=O)CCC(=O)N(CCc2ccccc2)C(C(=O)NC2CCCC2)c2ccco2)no1 (stereo unspecified)	0.8%	i	13.0%	0.7%	2.3%	16.6%	-3.3%	4.1%	-0.5%
Cn1nnnc1CCOCCc1nnnn1C	-2.2%	i	7.4%	3.8%	-1.3%	-5.9%	0.9%	4.6%	0.1%
COc1ccc(C)cc1-n1nnnc1SCc1csc(C)n1	-3.2%	i	9.2%	-4.5%	1.2%	-6.0%	-0.8%	3.3%	-0.8%
CN(C)c1ccc(/C=C(/C(=O)c2ccc(Cl)cc2Cl)n2cncn2)cc1	-4.8%	>100µM*	0.6%	-3.0%	8.9%	2.1%	1.1%	20.1%	0.6%
CN(C(=O)c1cnc(N2CCN(c3ncccn3)CC2)c2ccccc12)c1ccc(Cl)cc1	-22.2%	x	10.2%	3.0%	3.9%	-8.4%	-2.0%	11.0%	x
Cc1ccc(S(=O)(=O)N2CCOCC2)cc1C(=O)NCc1cccs1	-4.0%	i	11.6%	-2.2%	-7.6%	2.2%	-0.6%	2.9%	0.0%
C=CCn1c(SCn2nnc3ccccc3c2=O)nnc1C1CCCCC1	-3.1%	i	0.2%	1.1%	9.6%	-15.3%	-2.0%	-6.6%	0.1%
Cc1ccc2c(c1)N(CCC(=O)NCc1ccccn1)C(=O)CO2	-6.3%	i	20.4%	-0.7%	2.3%	7.2%	-1.3%	1.7%	0.5%
O=C(NNS(=O)(=O)c1ccccc1)c1ccc(O)cc1	0.3%	i	2.6%	-1.5%	-3.1%	-5.4%	-3.0%	-9.7%	1.4%
Cc1ccc(-n2c(SCCN)nnc2-c2cccc(C)c2)cc1	x	i	x	-3.0%	15.8%	-8.4%	x	-0.9%	0.4%
COc1ccc(-c2nn3c(-c4ccccc4)nnc3s2)cc1	-6.0%	i	-9.7%	-4.6%	-6.5%	-4.3%	-0.6%	2.0%	0.3%
CCN(CC)C(=O)c1[nH]cnc1C(=O)N[C@@H](C)C(=O)OC(C)(C)C	3.9%	i	-6.5%	-0.9%	-10.0%	6.8%	0.6%	-3.4%	0.2%
COc1cccc(C2NC(=O)c3ccccc3O2)c1OC (stereo unspecified)	-0.6%	i	2.5%	3.8%	6.0%	-7.2%	-0.1%	18.6%	0.5%
Cc1ccc(-c2nc(N=Nc3ccc(O)cc3)n[nH]2)cc1	0.7%	i	-4.5%	-4.2%	12.9%	-4.4%	-5.8%	15.9%	-0.8%
CCn1cc(CN2CCCC(C(=O)c3ccc(-c4ccccc4)c(F)c3)C2)cn1 (stereo unspecified)	x	i	x	2.5%	-3.3%	-4.3%	x	2.8%	-0.5%
O=C(COc1ccc(Br)cc1)N(CCO)CCO	-5.9%	i	-1.4%	-0.1%	-4.3%	2.0%	-1.6%	2.7%	0.0%
COc1cccc(NC(=O)CN(c2cccc(C(F)(F)F)c2)S(C)(=O)=O)c1	-5.7%	i	-2.0%	0.1%	3.7%	-4.4%	-2.6%	-2.1%	-0.7%
Cc1cccc(Nc2c3c(nc4ncnn24)CCC3)c1	-8.1%	i	-4.5%	0.6%	-5.7%	-5.7%	0.3%	3.5%	-1.4%
COc1ncnc2c1oc1nc(CC(C)C)c3c(c12)CCCC3	0.1%	i	17.3%	1.4%	-0.8%	-14.2%	2.7%	2.4%	-0.3%
COc1ccc(/C=N/NC(=O)c2c(C)nc3ccc(Br)cn23)cc1OC	x	i	x	-1.9%	1.6%	0.2%	x	3.5%	0.3%
COc1ccc2nc(C)cc(SCC(=O)N/N=C/c3ccccc3)c2c1	-4.4%	i	-0.8%	2.0%	4.5%	11.9%	-0.1%	8.2%	0.5%
O=C(c1ccc(S(=O)(=O)N2CCCCC2)cc1)N1CCN(c2ccccc2)CC1	-7.1%	i	-0.1%	2.6%	-13.4%	0.9%	-1.3%	17.3%	-0.2%
Cc1c(Cl)cccc1NC(=O)C(=O)NNC(=O)c1ccccc1F	-11.1%	i	0.6%	3.5%	8.9%	-9.2%	-1.8%	-2.9%	0.6%
COc1ccc2nc(C)cc(N3CCOCC3)c2c1	-4.1%	i	5.9%	-7.4%	12.8%	17.6%	-2.5%	0.9%	-0.3%
COC(=O)C1=C(O)/C(=C/c2cccc(OC)c2O)N=C1C	x	i	x	3.0%	12.1%	-4.5%	x	12.7%	0.5%
Cc1cc(C)n(CCNC(=O)c2cc(COc3ccc4ncccc4c3)on2)n1	x	i	x	7.0%	-1.4%	-3.5%	x	2.5%	-1.4%
CCOC(=O)C1CCN(Cc2cn[nH]c2-c2ccc(C)cc2)CC1	-3.3%	i	-10.0%	1.4%	4.3%	14.5%	0.9%	-7.3%	-0.5%
